Source: PubChem BioAssay (several laboratories)
Neddylation inh = inhibitors of human cullin neddylation. TR-FRET cullin neddylation, biochemical. 360,000 tested, 0.58% active. P61081+Q13564. AID 651699. calls only at 25 µM; in the data active means inhibition above about 36%
TbMetRS inhib = Trypanosoma brucei MetRS inhibition; inhibition, % at 11.9 µM; purified T. brucei MetRS, ATP depletion, Kinase-Glo luminescence; 360,000 tested, 0.4% active;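 active means inhibition above a per-plate cutoff of the control wells' mean inhibition plus 3 SD, cut at about 5.5% in these data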;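 further: 0% = DMSO wells median and 100% = median of wells with control inhibitor compound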
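Assay system: T. brucei methionyl-tRNA synthetase, purified | Medium: HEPES buffer with MgCl2, KCl, DTT, spermine, BSA, pyrophosphatase | Compound: 11.9 µM single point | Incubation: 15 min enzyme-compound preincubation, 2 h reaction, 10 min detection, 25 °C | Measured by: Kinase-Glo luciferase luminescence reporting remaining unconsumed ATP | Measure: % inhibition normalized to control-well medians | Replication: Singlicate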
CendR NRP1 mod = modulators of CendR peptide binding to human neuropilin-1 | 360,000 tested, 0.85% active | inhibition, % at 25 µM | FAM-RPARPAR peptide binding to NRP-1, fluorescence polarization | O14786;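 active means inhibition or corrected inhibition above about 18%, plus a signal ratio from 0.5 to 1.5, limit read from the data, passing the limit was not always enough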; further: strong numbers were not always called active
SKN-1 inh = inhibitors of C. elegans SKN-1; C. elegans VP596 Pgst-4::GFP/RFP ratio, acrylamide-induced, 24 h; inhibition, % at 21.8 µM; 360,000 tested, 0.49% active; AID 624304;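 active means interference check ratio from 0.5 to 1.5 plus GFP to RFP signal ratio inhibition reaching or exceeding a fixed threshold, cut at about 30% in these data, passing the limit was not always enough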; further: some compounds called inactive have numbers as strong as hits
STEP block = blocks human striatal-enriched tyrosine phosphatase. AID 588621. 360,000 tested, 0.25% active. recombinant STEP, OMFP fluorogenic substrate, fluorescence. P54829. inhibition, % at 20 µM;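 active means inhibition at 20 µM, scaled per plate between control wells, above about 37%, limit read from the data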;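 further: 0% = DMSO with enzyme and substrate and 100% = substrate only without enzyme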
Target sequence (P54829 whole entry, looked up): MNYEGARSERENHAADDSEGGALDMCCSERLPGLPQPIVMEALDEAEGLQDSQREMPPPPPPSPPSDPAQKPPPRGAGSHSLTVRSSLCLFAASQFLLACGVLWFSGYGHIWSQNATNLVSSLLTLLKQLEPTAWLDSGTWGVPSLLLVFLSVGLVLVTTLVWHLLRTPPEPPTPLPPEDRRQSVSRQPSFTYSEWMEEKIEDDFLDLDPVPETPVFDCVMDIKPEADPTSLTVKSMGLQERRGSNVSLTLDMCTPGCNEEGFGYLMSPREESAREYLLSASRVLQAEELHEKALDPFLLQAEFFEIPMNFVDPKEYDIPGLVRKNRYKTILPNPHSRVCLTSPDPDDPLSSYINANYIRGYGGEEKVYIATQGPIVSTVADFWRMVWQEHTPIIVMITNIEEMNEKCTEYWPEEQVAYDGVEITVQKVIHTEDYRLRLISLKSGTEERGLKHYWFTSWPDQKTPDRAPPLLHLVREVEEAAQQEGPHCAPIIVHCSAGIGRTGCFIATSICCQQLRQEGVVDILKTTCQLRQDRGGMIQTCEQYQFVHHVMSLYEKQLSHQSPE
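Assay system: isolated STEP enzyme / Timing: 20 min at room temperature, dark / Doses: 20 µM, 1% DMSO / Technique: fluorescence intensity, excitation 480 nm, emission 540 nm / Reagent: fluorogenic phosphatase substrate OMFP at 25 µM final / Measure: percent inhibition scaled to no-enzyme and uninhibited-enzyme controls, plate-pattern corrected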
NadD inh = blocks S. aureus nicotinate mononucleotide adenylyltransferase. inhibition, % at 20 µM. purified NadD enzyme, colorimetric absorbance read-out. AID 602399. 360,000 tested, 0.78% active; in the data active means inhibition above about 26%; further: some compounds past the cut are filed as inactive
SUMO1 PPI mod = SUMO1-SIM interaction modulation; P63165; inhibition, % at 20 µM; 360,000 tested, 0.33% active; SUMO1 binding to a labelled peptide, TR-FRET, 1 h; in the data active means inhibition above about 37%
Target sequence (P63165 whole entry, looked up): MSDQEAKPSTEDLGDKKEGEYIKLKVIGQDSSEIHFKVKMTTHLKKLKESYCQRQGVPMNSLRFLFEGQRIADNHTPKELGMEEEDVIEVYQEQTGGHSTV
DNMT1 block = blocks human DNA methyltransferase DNMT1. P26358. DNMT1 molecular beacon, Hinp1I cleavage, fluorescence. inhibition (reported as % activation of signal), % at 10 µM. 360,000 tested, 0.83% active; in the data active means inhibition above about 50%
LMPTP inh = LMPTP (human) inhibition. P24666. recombinant LMPTP-A, OMFP fluorogenic substrate, fluorescence intensity. inhibition, % at 20 µM. 360,000 tested, 0.22% active;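 active means compounds that cut the enzyme signal by at least half of the control window in the single-dose screen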;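 further: plate controls were DMSO wells with enzyme plus substrate for no effect and substrate without enzyme for full effect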
Target sequence (P24666 whole entry, looked up): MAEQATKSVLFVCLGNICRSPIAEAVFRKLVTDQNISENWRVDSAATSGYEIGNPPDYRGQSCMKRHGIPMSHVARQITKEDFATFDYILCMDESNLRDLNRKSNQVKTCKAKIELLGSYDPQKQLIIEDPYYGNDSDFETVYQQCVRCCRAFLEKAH
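Test system: LMPTP-A, protein tyrosine phosphatase of low molecular weight; Input: 0.625 nM enzyme; Incubation: 50 min dark incubation at room temperature; Signal: endpoint fluorescence intensity from OMFP dephosphorylation; Read-out basis: % inhibition versus control wells.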
Scp-1 inhibitor = Scp-1 (human) phosphatase inhibition | 340,000 tested, 0.88% active | Recombinant Scp1, phosphopeptide, malachite green phosphate absorbance | inhibition, % at 20 µM;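 active means inhibition above about 50% at 20 µM, limit read from the data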;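 further: plate controls were DMSO wells with enzyme for no effect and wells lacking enzyme for full effect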
Target sequence (Q9GZU7 76-261 limits assumed): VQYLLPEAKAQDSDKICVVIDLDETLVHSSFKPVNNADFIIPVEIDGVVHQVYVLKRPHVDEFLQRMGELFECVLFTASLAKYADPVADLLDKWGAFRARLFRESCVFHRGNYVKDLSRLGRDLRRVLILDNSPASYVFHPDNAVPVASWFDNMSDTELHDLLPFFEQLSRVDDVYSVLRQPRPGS
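Test system – truncated SCP-1 phosphatase (76-261aa) · Reagent – Phosphorylated 17-residue peptide substrate · Incubation – 45 min room-temperature reaction, 5 min colour, 30 min stabiliser · Detection – colorimetric phosphate reagent with accelerator and stabiliser, absorbance at 630 nm · Measure – % inhibition at 20 µM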
Starred values were filed as active, the others as inactive.

`CCC/C=C/c1ccc(CN2C(C(C)C)C(=O)N(Cc3cn(CC4CCCCC4)nn3)CCS2(=O)=O)cc1` (centres undefined) gave Neddylation inh inactive, TbMetRS inhib -0.8, CendR NRP1 mod 2, SKN-1 inh 6, STEP block 1, NadD inh 11, SUMO1 PPI mod 1, DNMT1 block -15 and LMPTP inh 10.
Cc1ccc(N2CCN(/N=C/c3cccs3)CC2)cc1 was read as Neddylation inh inactive, TbMetRS inhib -1.4, CendR NRP1 mod 13, SKN-1 inh -3, STEP block -2, NadD inh 2, SUMO1 PPI mod -3, DNMT1 block 5, LMPTP inh 1.0 and Scp-1 inhibitor -4.
For COc1ccc(-c2csc(C(O)c3ccc(F)cc3)n2)cn1 (centres undefined) the results were Neddylation inh inactive, TbMetRS inhib 0.0, CendR NRP1 mod 0, SKN-1 inh -9, STEP block 0, NadD inh 3, SUMO1 PPI mod 0, DNMT1 block 3 and LMPTP inh 1.5.
For CCOC(=O)C1(O)CSc2nc3sc(C(=O)O)c(C)c3c(=O)n21 (centres undefined) the results were Neddylation inh inactive, TbMetRS inhib -0.2, CendR NRP1 mod 4, SKN-1 inh -2, STEP block -3, NadD inh -1, SUMO1 PPI mod 2, DNMT1 block 2, LMPTP inh -0.5 and Scp-1 inhibitor 19.
For O=C(Nc1nnc(-c2ccccc2SCc2ccccc2F)s1)Nc1ccccc1F the results were Neddylation inh inactive, TbMetRS inhib -0.7, CendR NRP1 mod 1, SKN-1 inh 14, STEP block -1, NadD inh 22, SUMO1 PPI mod 4, DNMT1 block 19, LMPTP inh 1.4 and Scp-1 inhibitor 14.
Screening COc1c(C(=O)N2CCCC2)ccc2ccccc12 returned Neddylation inh inactive, TbMetRS inhib -0.1, CendR NRP1 mod -4, SKN-1 inh 9, STEP block -6, NadD inh -2, SUMO1 PPI mod -2, DNMT1 block 3, LMPTP inh -3.5 and Scp-1 inhibitor 2.
O=C(Nc1cccc(O)c1)c1ccc([N+](=O)[O-])cc1Cl was read as Neddylation inh inactive, TbMetRS inhib 0.9, CendR NRP1 mod 0, SKN-1 inh -4, STEP block 2, NadD inh -2, SUMO1 PPI mod -24, DNMT1 block 18, LMPTP inh -0.9 and Scp-1 inhibitor -3.
`COc1ccc(NC(=O)CSc2nnc(C3CCCCC3)n2N)c(OC)c1` gave Neddylation inh inactive, TbMetRS inhib 0.2, CendR NRP1 mod -6, SKN-1 inh 11, STEP block -4, NadD inh -3, SUMO1 PPI mod -1, DNMT1 block 2, LMPTP inh -0.4 and Scp-1 inhibitor -8.
Clc1ccccc1OCCCn1ccnc1 was read as Neddylation inh inactive, TbMetRS inhib 0.7, CendR NRP1 mod 15, SKN-1 inh -18, STEP block 2, NadD inh 1, SUMO1 PPI mod 8, DNMT1 block -5, LMPTP inh -0.6 and Scp-1 inhibitor -6.
Screening CCOc1ccc(C(C)NC(=O)Nc2ccc(F)cc2F)cc1 (centres undefined) returned Neddylation inh inactive, TbMetRS inhib -0.2, CendR NRP1 mod 14, SKN-1 inh 2, STEP block 1, NadD inh -6, SUMO1 PPI mod 7, DNMT1 block -1, LMPTP inh 0.9 and Scp-1 inhibitor -13.
Cc1cc(C)c(S(=O)(=O)c2ccccc2Cl)c(Cl)n1 was read as Neddylation inh inactive, TbMetRS inhib -0.6, CendR NRP1 mod 2, SKN-1 inh 10, STEP block 2, NadD inh 5, SUMO1 PPI mod -1, DNMT1 block 2 and LMPTP inh -0.8.
`O=C(N/N=C/c1ccccc1O)C1(O)c2ccccc2-c2ccccc21` gave Neddylation inh active, TbMetRS inhib -0.4, CendR NRP1 mod 5, SKN-1 inh 5, STEP block -4, NadD inh 0, SUMO1 PPI mod -2, DNMT1 block -2, LMPTP inh 0.2 and Scp-1 inhibitor -11.
O=C(NCc1ccc2c(c1)OCO2)c1ccc(CS(=O)(=O)c2ccc(Br)cc2)o1 was read as Neddylation inh inactive, TbMetRS inhib 0.0, CendR NRP1 mod -7, SKN-1 inh 3, STEP block 1, NadD inh 1, SUMO1 PPI mod 4, DNMT1 block 1, LMPTP inh -0.8 and Scp-1 inhibitor 0.
Screening Cc1sc2ncnc(OCC(=O)NC(C)C(C)C)c2c1C (centres undefined) returned Neddylation inh inactive, TbMetRS inhib -0.1, CendR NRP1 mod 1, SKN-1 inh -1, STEP block 7, NadD inh -3, SUMO1 PPI mod -1, DNMT1 block 2, LMPTP inh -0.6 and Scp-1 inhibitor -15.
CN(c1ccccc1)S(=O)(=O)c1ccc(C(=O)OCC(=O)N2CCOCC2)cc1 was read as Neddylation inh inactive, TbMetRS inhib 0.3, CendR NRP1 mod -7, SKN-1 inh -10, STEP block -2, NadD inh -1, SUMO1 PPI mod 3, DNMT1 block 5, LMPTP inh -2.2 and Scp-1 inhibitor -6.

Of the compounds above, these have an aryl thioether with sulfur outside any ring.
For O=C(Nc1nnc(-c2ccccc2SCc2ccccc2F)s1)Nc1ccccc1F the results were Neddylation inh inactive, TbMetRS inhib -0.7, CendR NRP1 mod 1, SKN-1 inh 14, STEP block -1, NadD inh 22, SUMO1 PPI mod 4, DNMT1 block 19, LMPTP inh 1.4 and Scp-1 inhibitor 14.
`COc1ccc(NC(=O)CSc2nnc(C3CCCCC3)n2N)c(OC)c1` gave Neddylation inh inactive, TbMetRS inhib 0.2, CendR NRP1 mod -6, SKN-1 inh 11, STEP block -4, NadD inh -3, SUMO1 PPI mod -1, DNMT1 block 2, LMPTP inh -0.4 and Scp-1 inhibitor -8.

The results go on.
Screening COc1ccc(NC(C)=O)cc1S(=O)(=O)Nc1ccc(OCc2ccccc2)cc1 returned Neddylation inh inactive, TbMetRS inhib -0.4, CendR NRP1 mod 6, SKN-1 inh -9, STEP block 4, NadD inh -3, SUMO1 PPI mod 9, DNMT1 block -4, LMPTP inh 1.7 and Scp-1 inhibitor 25.
`COCCN1C[C@@H](CO)O[C@@H](n2cnc3c(NC4CCCC4)ncnc32)C1` gave Neddylation inh inactive, TbMetRS inhib 0.4, CendR NRP1 mod 4, SKN-1 inh 16, STEP block 0, NadD inh -7, SUMO1 PPI mod 0, DNMT1 block 4 and LMPTP inh -3.1.
`O=C(CN(C(=O)c1csnn1)c1ccc(F)c(Cl)c1)NCc1ccc(F)cc1` gave Neddylation inh inactive, TbMetRS inhib 0.2, CendR NRP1 mod 10, SKN-1 inh 7, STEP block 0, NadD inh -8, SUMO1 PPI mod -4, DNMT1 block 1, LMPTP inh -2.8 and Scp-1 inhibitor -5.
Screening O=C1N(Cc2ccc3c(c2)OCO3)c2ccccc2C1(O)c1c[nH]c2ccccc12 (centres undefined) returned Neddylation inh inactive, TbMetRS inhib -0.1, CendR NRP1 mod -7, SKN-1 inh -1, STEP block -1, NadD inh 34*, SUMO1 PPI mod -1, DNMT1 block -6, LMPTP inh 1.9 and Scp-1 inhibitor -10.
`Cc1cccc(C(=O)NNC(=O)c2ccc(NC(=O)C(C)(C)C)cc2)c1` gave Neddylation inh inactive, TbMetRS inhib 1.1, CendR NRP1 mod 5, SKN-1 inh 8, STEP block -1, NadD inh 5, SUMO1 PPI mod -1, DNMT1 block -2, LMPTP inh -0.4 and Scp-1 inhibitor -4.
`COc1ccc(CC(=O)N[C@@H]2c3ccccc3CC[C@@H]2OCc2ccccc2)cc1` gave Neddylation inh inactive, TbMetRS inhib -1.6, CendR NRP1 mod -11, SKN-1 inh 13, STEP block -1, NadD inh -10, SUMO1 PPI mod 1, DNMT1 block 2, LMPTP inh 1.4 and Scp-1 inhibitor 7.
For COCCNC(=O)CCCn1c(=O)c2cc(OC)c(OC)cc2n(CC(=O)Nc2ccccc2OC)c1=O the results were Neddylation inh inactive, TbMetRS inhib -0.6, CendR NRP1 mod -1, SKN-1 inh -1, STEP block -4, NadD inh -3, SUMO1 PPI mod -3, DNMT1 block 7, LMPTP inh -1.9 and Scp-1 inhibitor -6.
For O=C(COC(=O)CCCOc1ccc(Cl)cc1Cl)NCc1ccc(F)cc1 the results were Neddylation inh inactive, TbMetRS inhib 3.1, CendR NRP1 mod 2, SKN-1 inh 0, STEP block -2, NadD inh -2, SUMO1 PPI mod 0, DNMT1 block 1, LMPTP inh 1.9 and Scp-1 inhibitor -6.
CC(CNC(=O)CCn1c(=O)c2cccn2c2ccc(F)cc21)c1ccccc1 (centres undefined) was read as Neddylation inh inactive, TbMetRS inhib -0.1, CendR NRP1 mod -2, SKN-1 inh -4, STEP block -2, NadD inh -2, SUMO1 PPI mod 5, DNMT1 block -2, LMPTP inh 0.2 and Scp-1 inhibitor -7.
Screening O=C(CSc1nnc(-c2ccc3c(c2)OCO3)o1)Nc1ncc(Cl)cc1Cl returned Neddylation inh inactive, TbMetRS inhib 0.3, CendR NRP1 mod 10, SKN-1 inh 0, STEP block 0, NadD inh -3, SUMO1 PPI mod 1, DNMT1 block -1, LMPTP inh -0.4 and Scp-1 inhibitor 11.
`CC(Oc1ccccc1)C(=O)NNC(=O)c1cccs1` (centres undefined) gave Neddylation inh inactive, TbMetRS inhib -0.4, CendR NRP1 mod 7, SKN-1 inh -5, STEP block -3, NadD inh 3, SUMO1 PPI mod 0, DNMT1 block 2, LMPTP inh 1.0 and Scp-1 inhibitor -5.
For Cc1ccc(NC(=O)c2sc3ccccc3c2Cl)nc1 the results were Neddylation inh inactive, TbMetRS inhib -0.5, CendR NRP1 mod -7, SKN-1 inh 2, STEP block -2, NadD inh -3, SUMO1 PPI mod -6, DNMT1 block 42, LMPTP inh 1.4 and Scp-1 inhibitor 0.
O=S(=O)(NC1CCCCCCC1)c1ccc(F)cc1 was read as Neddylation inh inactive, TbMetRS inhib 0.5, CendR NRP1 mod 0, SKN-1 inh 6, STEP block 1, NadD inh -2, SUMO1 PPI mod -1, DNMT1 block -1, LMPTP inh 0.7 and Scp-1 inhibitor -7.
`CC(C)OCc1ccc(C(=O)N2CCN(S(=O)(=O)c3ccc(Br)s3)CC2)cc1` gave Neddylation inh inactive, TbMetRS inhib -0.1, CendR NRP1 mod 3, SKN-1 inh 5, STEP block 1, NadD inh 18, SUMO1 PPI mod 2, DNMT1 block 2, LMPTP inh 0.7 and Scp-1 inhibitor 17.
COc1ccc(C)cc1NC(=O)C1CCCN(S(=O)(=O)c2cccnc2)C1 (centres undefined) was read as Neddylation inh inactive, TbMetRS inhib 0.0, CendR NRP1 mod 8, SKN-1 inh 21, STEP block 0, NadD inh 1, SUMO1 PPI mod 2, DNMT1 block -2, LMPTP inh 0.3 and Scp-1 inhibitor 2.
Screening CCCS(=O)(=O)N1CCCC(C(=O)NC(C)c2ccc3c(c2)OCCO3)C1 (centres undefined) returned Neddylation inh inactive, TbMetRS inhib 0.4, CendR NRP1 mod 1, SKN-1 inh -4, STEP block -6, NadD inh 0, SUMO1 PPI mod 2, DNMT1 block 1, LMPTP inh -1.2 and Scp-1 inhibitor 3.
